G9a block – blocks human histone lysine methyltransferase G9a. Q96KQ7. G9a H3K9 monomethylation, AlphaScreen, 2 h. Potency, µM (top dose mostly 102 µM), for the others: top-dose activity, negative = inhibition, most hits filed as inhibitors. 8.8% of 350,000 active; note: % is set by controls: 0 for no effect and ±100 for the full control effect; nearly all actives have a fitted effect of over 75% in size
Target sequence (Q96KQ7 913-1193 limits assumed): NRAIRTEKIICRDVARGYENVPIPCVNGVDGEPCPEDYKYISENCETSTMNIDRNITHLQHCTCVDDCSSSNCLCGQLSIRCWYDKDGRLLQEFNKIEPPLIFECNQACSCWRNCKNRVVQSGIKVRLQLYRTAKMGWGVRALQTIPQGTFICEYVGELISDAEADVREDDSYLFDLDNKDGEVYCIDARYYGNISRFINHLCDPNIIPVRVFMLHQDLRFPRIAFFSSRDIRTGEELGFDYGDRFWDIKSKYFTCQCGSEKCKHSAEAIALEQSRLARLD
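Compounds were preincubated with 20 nM G9a for 15 min, after which biotinylated H3K9 peptide (500 nM) and SAM (20 uM) started a 2 h room-temperature reaction. Monomethylated product was quantified by antibody-based AlphaScreen chemiluminescence.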
Pin1 inhibitor – blocks the human prolyl isomerase Pin1; Q13526; Potency, µM (titrated, usually from 115 µM), for the others: at the top dose activity, negative = inhibition, most hits filed as inhibitors; 0.009% of 390,000 active; AID 504891; Pin1 FP peptide displacement, HiFluor488, 10 min; active = well fitted inhibition curve with a large enough effect in the polarisation, with a control signal flat, not every such curve was filed as active; inconclusive = small, poorly fitted or top-dose-only effect, or effect the other way, or a change in a side signal; inactive = no such curve, though single readings can be large or run the other way; the % refers to the polarisation; note: % is set by controls: 0 for no effect and ±100 for the full control effect
Target sequence (Q13526 whole entry, looked up): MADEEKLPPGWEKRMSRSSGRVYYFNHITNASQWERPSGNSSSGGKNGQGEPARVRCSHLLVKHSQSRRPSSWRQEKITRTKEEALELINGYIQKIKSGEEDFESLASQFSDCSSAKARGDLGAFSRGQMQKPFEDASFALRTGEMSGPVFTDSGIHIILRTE
GLS inhibitor – blocks human kidney-isoform glutaminase activity. 0.21% of 410,000 active. GLS enzymatic activity, qHTS titration. Potency, µM (top dose mostly 45.5 µM), for the others: top-dose activity change, negative = inhibition, usual class: inhibitors. AID 624170; note: % is set by controls: 0 for no effect and ±100 for the full control effect
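hKGA in 45 mM KH2PO4 pH 8.2, 0.02% Tween-20 with pin-transferred compounds; 1 mM L-glutamine (stock) plus glutamate oxidase/HRP/Amplex Red coupling added. Fluorescence read initially and after 30 min at RT.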
PGK inhibitor – inhibitors of T. brucei phosphoglycerate kinase. P07378. PGK/GAPDH coupled, Kinase-Glo luminescence, 60 min. Potency, µM (highest dose often 57.5 µM), inactives show at the top dose activity change, negative = inhibition, hits mostly inhibitors. 0.043% of 380,000 active; note: % is set by controls: 0 for no effect and ±100 for the full control effect; nearly all actives have a fitted effect of over 60% in size
Target sequence (P07378 whole entry, looked up): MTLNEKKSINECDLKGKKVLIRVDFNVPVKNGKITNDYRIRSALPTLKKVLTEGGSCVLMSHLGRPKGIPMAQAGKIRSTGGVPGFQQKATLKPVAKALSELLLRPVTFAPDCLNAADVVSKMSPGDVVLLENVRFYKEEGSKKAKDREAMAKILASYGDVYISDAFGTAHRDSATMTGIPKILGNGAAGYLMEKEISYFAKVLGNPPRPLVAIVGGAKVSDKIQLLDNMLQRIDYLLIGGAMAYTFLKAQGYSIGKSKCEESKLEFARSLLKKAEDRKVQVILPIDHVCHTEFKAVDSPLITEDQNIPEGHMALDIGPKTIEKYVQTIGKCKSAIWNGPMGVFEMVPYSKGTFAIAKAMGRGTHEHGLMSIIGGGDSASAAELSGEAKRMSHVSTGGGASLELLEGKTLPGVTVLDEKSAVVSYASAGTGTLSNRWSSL
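Luminescent ATP detection (Kinase-Glo Plus) follows a 60-minute room-temperature incubation, with wells lacking PGK as controls. Buffer: 100 mM TEA (pH 7.6), 5 mM MgCl2, 0.01% Tween-20. Coupling enzyme GAPDH (100 nM final) supplies unstable 1,3-BPG in-well.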
BLM helicase inh – blocks DNA unwinding by human BLM helicase | Potency, µM (titrated, usually from 56.1 µM), for inactives: at the top dose activity change, negative = inhibition, most hits filed as inhibitors | P54132 | recombinant BLM DNA unwinding, fluorescence dequenching | 0.2% of 350,000 active;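 note: plate controls were vehicle for no effect and no enzyme for full effect; nearly all actives have a fitted effect of over 35% in size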
BAZ2B block – blocks human BAZ2B | 4.4% of 360,000 active | Q9UIF8 | Potency, µM (series often up to 114 µM), without a hit: at the highest dose activity change, negative = inhibition, hits mostly inhibitors | AlphaScreen BAZ2B-H3K14Ac peptide displacement; note: % is set by controls: 0 for no effect and ±100 for the full control effect; nearly all actives have a fitted effect of over 60% in size
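AlphaScreen luminescence quantifies BAZ2B engagement of H3K14Ac peptide; the protein and biotinylated peptide are both at 50 nM final, buffer PBS pH 7.4 with 0.01% Tween-20, all steps at room temperature.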
Pol iota inh – inhibitors of human DNA polymerase iota; Q9UNA4; Pol iota fluorescent replication assay, 10 min; Potency, µM (titrated, usually from 115 µM), without a hit: top-dose activity, negative = inhibition, actives largely listed as inhibitors; 1% of 390,000 active; AID 588590
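Pol iota at 10 nM preincubated 15 min with compounds at room temperature; reaction started with fluorescent substrate, 50 nM final. Fluorescence read kinetically at 0 and 10 min; buffer-only wells as negative control.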
HP1b chromo inh – HP1-beta chromodomain-methylated histone interaction inhibition | AID 540317 | AlphaScreen HP1-beta / biotin-H3K9me3 peptide binding | 0.56% of 390,000 active | Potency, µM (titrated, usually from 114 µM), inactives show at the highest dose activity change, negative = inhibition, actives largely listed as inhibitors | P83916; note: nearly all actives have a fitted effect of over 70% in size; inactives centre near 23
Target sequence (P83916 whole entry, looked up): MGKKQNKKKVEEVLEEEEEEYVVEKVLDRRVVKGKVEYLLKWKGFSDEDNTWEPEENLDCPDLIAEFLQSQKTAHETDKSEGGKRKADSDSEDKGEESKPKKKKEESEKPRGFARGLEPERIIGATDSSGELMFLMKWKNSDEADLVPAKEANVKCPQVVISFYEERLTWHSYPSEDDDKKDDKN
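AlphaScreen: HP1-beta (50 nM) preformed 30 min with biotin-H3(1-18)K9me3 peptide (50 nM) in PBS pH 7.4, 0.01% Tween-20. Compound added for 30 min at RT, then streptavidin donor/nickel chelate acceptor beads (10 ug/mL) for 30 min.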
JMJD2A Tudor inh – JMJD2A Tudor domain (human) inhibition; AlphaScreen JMJD2A-Tudor / H3K4me3 peptide binding; Potency, µM (series often up to 114 µM), for inactives: at the highest dose activity change, negative = inhibition, most hits filed as inhibitors; 4.4% of 390,000 active; AID 504339; note: % is set by controls: 0 for no effect and ±100 for the full control effect; nearly all actives have a fitted effect of over 50% in size
The depositor's hits bear a star; i = inactive; ? = inconclusive; · = not tested or not shown; & = joins results of further samples; [ ] = dose if it differs, or a comment. Unless noted, calls come from the whole dose curve; as a rule, active = well fitted curve in the direction sought with a large enough effect; inconclusive = small, poorly fitted or top-dose-only effect, or another doubt; inactive = no such curve, though single readings can be large; an effect the other way counts as inactive or inconclusive. Potency is the fitted concentration of half-maximal effect. The list is partial; the hit share may differ from the screen's.

SMILES	G9a block	Pin1 inhibitor	GLS inhibitor	PGK inhibitor	BLM helicase inh	BAZ2B block	Pol iota inh	HP1b chromo inh	JMJD2A Tudor inh
C=C1CC2C(=O)N(Cc3cc(OC)ccc3OC)C(C(=O)OCC)(C(=O)OCC)C1N2C(=O)OC(C)(C)C (stereo unspecified)	·	-7%&-8%	-5%	-8%	-1%	·	55%&-4%[activator]	19%&22%	-27%&-14%
Cc1ccc(S(=O)(=O)c2nc(-c3cccs3)oc2SCc2ccc(F)cc2)cc1	0%[59 µM]	42%[activator]	3%	-1%	-9%	1%	12%	47%[activator]	5%
CCOC(=O)c1[nH]c(C)c(/C(O)=C2\C(=O)C(=O)N(CCCN(CC)CC)C2c2cccnc2)c1C (stereo unspecified)	·	4%	-5%	-8%	·	·	-4%	61%[activator]	0%
CCOC(=O)c1nc(Nc2cc(C)cc(C)c2)c2ccccc2n1	6%	-3%	-1%	2%	-6%	-16%	76%[activator]	49%[activator]	2%
COc1ccc(-c2sc3cc(OC)c(OC)cc3c2-c2ccc(O)cc2)cc1	·	-1%	10%	-5%	·	·	-86%	-21%	?
Cc1cc(C)c(S(=O)(=O)c2ccccc2)c(OC(=O)c2cc(F)c(F)cc2Cl)n1	-2%[59 µM]	-1%	41%[activator]	i	-2%	0%	-3%	56%[activator]	-25%
CC(=O)c1[nH]c(C)c(C(=O)N2CCCC(Nc3ccc(C(C)C)cc3)C2)c1C (stereo unspecified)	?	2%	1%	3%	0%	?	9%	11%	-19%
O=C(CCC(=O)c1ccc(Oc2ccccc2)cc1)Nc1cccc(Cl)c1Cl	85%[activator][59 µM]	43%[activator]	2%	6%	-5%	23%	39%[activator]	76%[activator]	17%
CC(C)c1nnc(NC(=O)c2cnccn2)s1	?	-7%	-14%	0%	-1%	40µM*	-2%	9%	1.1µM*
O=C(NCCS(=O)(=O)N1CCN(c2ccccc2)CC1)C1CCCC1	0%[0.501 µM]	0%	6%	-9%	·	-27%	-15%	7%	0%
CCSc1nc2c([nH]c3ccccc32)c(=O)n1CC	-33%[59 µM]	-3%	9%	3%	1%	3%	8%	22%	3%
CCC(CC)C(=O)NCCc1ccc(S(N)(=O)=O)cc1	2%[59 µM]	-4%	·	-2%	0%	1%	24%	33%	1%
O=C(CCN1CCOCC1)NNC(=S)NC(=O)c1ccccc1	11µM*	-12%	-6%	i	0%	·	-1%	28%	18µM*
Cc1cccn2c(Nc3ccccc3)c(-c3ccccn3)nc12	40µM*	5%	14%	0%	-2%	18µM*	26%	9%	13µM*
COc1ccccc1OCC(=O)N1CCCC(Nc2ccc(C)c(C)c2)C1 (stereo unspecified)	·	-3%	11%	-10%	1%	?	-3%	-28%	?
Cc1ccc(Oc2ccc(NC(=O)C3=CC=CN4CCS(=O)(=O)N=C34)cc2)cc1	-38%[12.7 µM]	0%	1%	-10%	·	-1%	?	18%	-13%
Cc1cc(-c2nnc(SCC(=O)Nc3ccc(F)c(F)c3)n2N)n[nH]1	8%	8%	0%	-5%	1%	-7%	-11%	38%	-4%
O=C(NCc1cccnc1)c1ccc(-c2cc(Cl)ccc2Cl)o1	·	6%	2%	i	3%	?	28%	50%[activator]	-26%
COCCNc1ccc(N2C(=O)CCCC2=O)cc1[N+](=O)[O-]	-6%	-6%	4%	-5%	3%	-11%	27%	18%	-6%
COc1ccc(N(CC(=O)Nc2ccc3c(c2)OCCO3)S(C)(=O)=O)c(OC)c1	-2%	-1%	0%	-4%	-1%	2%	-1%	-12%	-8%[11.4 µM]
CCCCN(C(=O)c1cccc(S(=O)(=O)N2CCCCC2)c1)C1CCS(=O)(=O)C1 (stereo unspecified)	21%	5%&-1%	-4%&-14%	7%&3%	-1%&0%	-4%&2%	9%&-20%	11%	-8%&-9%
COc1cc(Cl)c(C)cc1N1C(=O)CN(Cc2ccccc2)C1=S	35µM*	-9%	-6%	·	-12%	-24%	-8%	11%	-3%
O=C(c1cccc(C(F)(F)F)c1)C1CCCN(Cc2cccn2-c2ncccn2)C1 (stereo unspecified)	11%	-14%	-6%	i	3%	-16%	19%	13%	-23%
O=C(NCc1ccccn1)c1cc(-c2ccc(-c3ccccc3)cc2)nc2ccccc12	3.2µM*	8%	-8%	·	-6%	?	-15%	8%	?
CC(CCc1ccccc1)NC(=O)c1ccccc1 (stereo unspecified)	5%	-3%	-2%	-7%	-2%	8%	5%	28%	-10%
CCc1nnc(NC(=O)CCNC(=O)c2ccccc2Cl)s1	-31%	-3%	3%	-7%	-2%	-35%	192%[activator]	7%	-15%
Cc1ccc(N(Cc2ccccc2)C(=O)c2ccc(S(=O)(=O)N3CCOCC3)cc2)cc1	?	24%	0%	2%	·	5%	18%	21%	-14%
CC(=O)c1cccc(NC(=O)CN2C(=O)c3cccnc3Oc3ccc(Cl)cc32)c1	·	?	11%	-6%	-4%	-24%	-2%	24%	-27%
CCN(c1ccccc1)S(=O)(=O)c1ccc(OC)c(NC(=O)Cc2ccc(F)cc2)c1	16%[12.7 µM]	6%	-7%	0%	·	13%	-9%	36%	8%
O=C(CS(=O)(=O)c1ccccc1)Nc1ccc(S(=O)(=O)Nc2ncccn2)cc1	?	-5%	1%	4%	-1%	-4%	63%[activator]	33%	0%
O/N=C/c1cn(-c2ccccc2)nc1-c1ccccc1	-2%	4%	-1%	-1%	-9%	-4%	?	30%	-11%
CCCC(=O)N(Cc1cc(=O)[nH]c2ccccc12)c1ccc(OC)cc1	?	?	-10%	-7%	-3%	-3%	1%	8%[57 µM]	-17%
Cc1ccc(S(=O)(=O)C2(C(=O)N3CCCCC3C)CC2)cc1 (stereo unspecified)	-6%	-5%	-2%	-5%	1%	10%	2%	12%	-3%
CCCn1c(SCC(=O)c2c(C)[nH]c(C)c2C(=O)OCC)nc2ccccc21	?	-2%	4%	7%	-5%	?	-1%	-3%	-30%
COc1ccc(CNC(=O)Cn2nc(C)c3c(C)n(-c4ccc(C)cc4)nc3c2=O)cc1OC	·	?	2%	4%	-14%	79µM*	?	29%	89µM*
CCOC(=O)N1CCN(S(=O)(=O)CCNC(=O)c2ccc(F)cc2)CC1	2%[0.501 µM]	-1%	4%	-4%	·	-16%	-9%	7%	-9%
O=C(Nc1ccc(F)cc1)C1CCN(C(=O)c2ccc([N+](=O)[O-])cc2)CC1	-3%	-5%	1%	-4%	-3%	-5%	29%	53%[activator]	-6%
Cc1cc(Cl)ccc1NC(=O)CS(=O)(=O)c1cccc2nsnc12	8%[59 µM]	4%	-12%	-7%	-1%	-6%	-7%	10%[57 µM]	?
C=CCC(C#Cc1ccccc1)N(C)C (stereo unspecified)	-13%	-8%	-2%	3%	0%	-2%	5%	29%	-18%
COc1cccc(-c2c(C(=O)N/N=C/c3sccc3C)nnn2-c2nonc2N)c1	3%	17%	4%	9%	-12%	-30%	11%	45%[activator]	-32%
CCOc1cc(C(=O)N/N=C/c2ccoc2)cc(OCC)c1OCC	26%	1%	13%	i	1%	-3%	12%	43%[activator]	-19%
CCOC(=O)c1ccc2c(c1)nc(SCC(=O)N1CCOCC1)n2CC	2%[12.7 µM]	-1%	6%	-1%	-7%	-11%	16%	37%	4%
c1csc(CNc2ncnc3sccc23)c1	·	4%	0%	0%	·	·	0%	31%	-16%
Cc1cc(C)n(C(C)CC(=O)Nc2ccc3c(c2)OCCO3)n1 (stereo unspecified)	-13%[59 µM]	2%	6%	i	-2%	?	8%	37%	5%
S=C(c1cn(CCOc2ccccc2)c2ccccc12)N1CCCC1	35µM*	?	13%	4%	-1%	-35%	-5%	-9%	-27%
Nc1cc2c(cc1Cl)N(Cc1ccccc1)C(=O)CO2	-13%[12.7 µM]	4%	17%	-2%	·	-36%	-6%	-1%	-27%
CSc1ccc(C(c2c(C(=O)O)[nH]c3ccccc23)c2c(C(=O)O)[nH]c3ccccc23)cc1	21%[0.501 µM]	·	?	-15%	-8%	50µM*	?	15%	-19%
COC(=O)c1ccc(S(=O)(=O)NCc2ccccc2)n1C	·	-10%	-10%	i	-4%	3%	36%[activator]	46%[activator]	-11%

Pulled by structure from the list above, two records:
SMILES	G9a block	Pin1 inhibitor	GLS inhibitor	PGK inhibitor	BLM helicase inh	BAZ2B block	Pol iota inh	HP1b chromo inh	JMJD2A Tudor inh
COc1cccc(-c2c(C(=O)N/N=C/c3sccc3C)nnn2-c2nonc2N)c1	3%	17%	4%	9%	-12%	-30%	11%	45%[activator]	-32%
COC(=O)c1ccc(S(=O)(=O)NCc2ccccc2)n1C	·	-10%	-10%	i	-4%	3%	36%[activator]	46%[activator]	-11%

Following part:
SMILES	G9a block	Pin1 inhibitor	GLS inhibitor	PGK inhibitor	BLM helicase inh	BAZ2B block	Pol iota inh	HP1b chromo inh	JMJD2A Tudor inh
COCCNC(=O)Cn1nc(-c2ccc(Cl)cc2)c2ccccc2c1=O	-39%[2.33 µM]	1%	6%	2%	0%	5%	8%	27%	-11%
COc1ccccc1C1N=C(Nc2nc3ccccc3o2)NC2=C1C(=O)CC(C)(C)C2 (stereo unspecified)	·	-2%	·	·	·	·	29%	5%[57 µM]	-19%[57.1 µM]
Cc1ccc(-n2ncc3c2CC(C)(C)CC3NC(=O)c2c(C)noc2C)cc1 (stereo unspecified)	18%[0.501 µM]	-5%	8%	-9%	-2%	-12%	-27%	5%	-11%
COc1ccccc1C(=O)NC(=Nc1nc2ccccc2o1)NC(=O)c1ccccc1OC	20%[12.7 µM]	-6%	-11%	-6%	-10%	8%	9%	15%	-19%
Nc1ccccc1Nc1cccc(C(F)(F)F)c1	6.3µM*	-10%	-22%	-5%	-18%	50µM*	52%[activator]	?	?

Entries shown so far with a CF3 group:
SMILES	G9a block	Pin1 inhibitor	GLS inhibitor	PGK inhibitor	BLM helicase inh	BAZ2B block	Pol iota inh	HP1b chromo inh	JMJD2A Tudor inh
O=C(c1cccc(C(F)(F)F)c1)C1CCCN(Cc2cccn2-c2ncccn2)C1 (stereo unspecified)	11%	-14%	-6%	i	3%	-16%	19%	13%	-23%
Nc1ccccc1Nc1cccc(C(F)(F)F)c1	6.3µM*	-10%	-22%	-5%	-18%	50µM*	52%[activator]	?	?
